Pf growth 96h – inhibits malaria parasite growth, 96 h. P. falciparum luciferase reporter growth, 96 h. Potency, µM (doses to about 28.7 µM), inactives show at the highest dose activity change, negative = inhibition, hits mostly inhibitors. 320,000 compounds, 6.9% hits. AID 504834; further: potency means the concentration at half of the fitted maximal effect; on the % scale 0 is the no-effect control and ±100 the full control effect
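Compounds incubated with erythrocytes infected by luciferase-expressing P. falciparum (2% hematocrit, 0.05% parasitemia final) for 96 hours, 37 C in 5% CO2. Growth inhibition scored as decreased luciferase luminescence.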
CHX counter – counter-screen hit for Shiga toxin inhibitors, cycloheximide; cell reporter, cycloheximide protein synthesis inhibition counterscreen; max response, %; 300,000 compounds, 12% hits; AID 2314; in the data active means max response mostly above about 13%, no sharp cut-off; inactive means mostly below about 14%; further: read at 38.3 µM for the half of the compounds with a filed dose; 0% is about no effect
HCV inh – HCV inhibition. Huh7.5.1 HCVcc-Cre infection, luciferase reporter, 44 h. Potency, µM (top dose mostly 41.8 µM), for the others: at the highest dose activity change, negative = inhibition, actives largely listed as inhibitors. 340,000 compounds, 3.4% hits; further: potency means the concentration at half of the fitted maximal effect; on the % scale 0 is the no-effect control and ±100 the full control effect
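Infectious HCVcc-Cre (~0.5 moi) was added to cells just after compound, with cells seeded 4 h earlier at 1,000 per well. Luciferase activity after 44 h culture reported infection; substrate was incubated 15 min at room temperature before reading.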
Pf growth 48h – inhibits P. falciparum growth in the first generation, 48 h; 310,000 compounds, 5.9% hits; AID 504832; P. falciparum luciferase growth in erythrocytes, 48 h; Potency, µM (doses to about 28.7 µM), inactives show top-dose activity change, negative = inhibition, most hits filed as inhibitors; further: potency means the concentration at half of the fitted maximal effect; on the % scale 0 is the no-effect control and ±100 the full control effect
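Compounds are pin-transferred into medium, infected erythrocytes (2% hematocrit, 0.1% parasitemia final) are added, and plates sit one parasite generation at 37 C in 5% CO2. Detection reagent is then added and luminescence measured.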
LmPK inhibitor – blocks Leishmania mexicana pyruvate kinase activity | AID 1721 | purified LmPK, Kinase-Glo ATP luminescence, 1 h | Potency, µM (top dose mostly 57.5 µM), without a hit: top-dose activity change, negative = inhibition, usual class: inhibitors | 290,000 compounds, 0.37% hits | Q27686; further: potency means the concentration at half of the fitted maximal effect; on the % scale 0 is the no-effect control and ±100 the full control effect
Target sequence (Q27686 whole entry, looked up): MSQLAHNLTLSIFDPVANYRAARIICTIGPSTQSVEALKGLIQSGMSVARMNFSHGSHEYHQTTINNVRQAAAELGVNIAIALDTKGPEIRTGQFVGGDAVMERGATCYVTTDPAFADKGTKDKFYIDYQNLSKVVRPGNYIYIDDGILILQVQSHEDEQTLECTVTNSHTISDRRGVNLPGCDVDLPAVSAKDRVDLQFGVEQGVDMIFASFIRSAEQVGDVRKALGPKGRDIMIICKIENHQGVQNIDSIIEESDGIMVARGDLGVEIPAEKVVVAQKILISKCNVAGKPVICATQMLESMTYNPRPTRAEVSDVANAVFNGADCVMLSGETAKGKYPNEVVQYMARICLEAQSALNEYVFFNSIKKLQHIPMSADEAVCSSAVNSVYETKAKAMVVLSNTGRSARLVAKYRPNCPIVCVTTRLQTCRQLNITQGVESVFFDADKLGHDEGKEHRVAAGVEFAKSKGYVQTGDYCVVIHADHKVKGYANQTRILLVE
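ATP generated from ADP (0.1 mM) and PEP (0.5 mM) by 0.1 nM LmPK over 1 h at room temperature (pH 7.2 imidazole buffer) was detected by coupled luciferase luminescence. Values were normalized to uninhibited and no-enzyme wells.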
Shiga toxin inh – blocks Shiga toxin action in Vero cells; Vero cells, Shiga toxin protein synthesis inhibition reporter; 290,000 compounds, 9.2% hits; AID 2315; inhibition, % at 38.7 µM; in the data active means inhibition mostly above about 28%, no sharp cut-off; inactive means mostly below about 43%; further: 0% is about no effect
Tb PYK inh – blocks Trypanosoma brucei pyruvate kinase; Q57TT1; 410,000 compounds, 0.12% hits; AID 624173; Potency, µM (series often up to 76.8 µM), for inactives: top-dose activity, negative = inhibition, hits mostly inhibitors; TbPYK enzyme, Kinase-Glo Plus ATP luminescence, 45 min; further: potency means the concentration at half of the fitted maximal effect; on the % scale 0 is the no-effect control and ±100 the full control effect; nearly all actives have a fitted effect of over 50% in size
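Luminescence from Kinase-Glo Plus, added after a 45-minute room-temperature reaction, served as the end-point read-out. The enzyme and substrate were preincubated with compound before ADP (130 uM final) initiated turnover. Concentration-effect curves came from normalized qHTS data.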
An asterisk follows results filed as active; ? = inconclusive; nt = no result given; & = joins results of further samples; [ ] = dose if it differs, or a comment. Unless noted, the call rests on the fitted dose curve; in most records, active means well fitted curve in the direction sought with a large enough effect; inconclusive means small, poorly fitted or top-dose-only effect, or another doubt; inactive means no such curve, though single readings can be large; an effect the other way counts as inactive or inconclusive.

SMILES	Pf growth 96h	CHX counter	HCV inh	Pf growth 48h	LmPK inhibitor	Shiga toxin inh	Tb PYK inh
COc1cccc(-c2ccc(-c3noc(-c4ccccc4F)n3)c(OC)n2)c1	1.5%	2.7	?	8.9%	3.8%	24.8	8.8%
CC(C)(C)c1cc(CCC(=O)NCC2CCCO2)cc(C(C)(C)C)c1O (stereo unspecified)	?	-3.2	-28.5%	-0.8%	-7.6%	-11.0	-0.8%
O=C(NCC1CCCCC1)c1cc(S(=O)(=O)N2CCCCC2)ccc1N1CCOCC1	?	-0.3	6.2%	?	1.9%	-9.9	0.8%
N#Cc1cc2c(nc1SCc1ccccc1)CCC2	1.6%	1.2	-6.2%	29.8%	2.1%	-28.6	-8.9%
COc1cc(Cl)c(C)cc1NC(=O)c1cccc(OC)c1OC	?	29.6*	?	?	0.8%	48.7	1.7%
COC(=O)c1cccc(S(=O)(=O)N2CCC(NC(=O)NC34CC5CC(CC(C5)C3)C4)CC2)c1	?	-2.0	-21.5%	-12.6%	-0.3%	-7.8	-18.0%
COP(=O)(NS(=O)(=O)c1ccccc1)OC	5.22µM*	0.9	7.2%	-24.8%	-1.7%	-8.1	-0.4%
CCOc1ccc(Cl)cc1S(=O)(=O)NCc1ccccn1	-3.4%	0.4	-7.7%	5.1%	-1.4%	-4.5	-6.7%
CC(=O)OC(CC(=O)O)C[N+](C)(C)C (stereo unspecified)	-5.7%	-7.3	5.4%	3.8%	-0.1%	-21.8	-1.4%
Oc1c(Cl)cc(Cl)cc1CNn1cnnc1	53.8%[activator]	-0.8	23.9%	53.2%[activator]	6.9%	1.4	-11.6%

Four entries from above, bar-delimited.
canonical_smiles | Pf growth 96h | CHX counter | HCV inh | Pf growth 48h | LmPK inhibitor | Shiga toxin inh | Tb PYK inh
CC(C)(C)c1cc(CCC(=O)NCC2CCCO2)cc(C(C)(C)C)c1O (stereo unspecified) | ? | -3.2 | -28.5% | -0.8% | -7.6% | -11.0 | -0.8%
COC(=O)c1cccc(S(=O)(=O)N2CCC(NC(=O)NC34CC5CC(CC(C5)C3)C4)CC2)c1 | ? | -2.0 | -21.5% | -12.6% | -0.3% | -7.8 | -18.0%
O=C(NCC1CCCCC1)c1cc(S(=O)(=O)N2CCCCC2)ccc1N1CCOCC1 | ? | -0.3 | 6.2% | ? | 1.9% | -9.9 | 0.8%
CCOc1ccc(Cl)cc1S(=O)(=O)NCc1ccccn1 | -3.4% | 0.4 | -7.7% | 5.1% | -1.4% | -4.5 | -6.7%

The results go on:
SMILES	Pf growth 96h	CHX counter	HCV inh	Pf growth 48h	LmPK inhibitor	Shiga toxin inh	Tb PYK inh
Cc1cc(C(C)(C)C)cc(C)c1CCNC(=O)c1c(C)noc1C	8.28µM*	nt	11.2µM*	13.1µM*	nt	nt	-0.1%
O=C(CSc1nnc(-c2cccc(S(=O)(=O)N3CCCC3)c2)n1-c1ccccc1)Nc1ccc(C(=O)O)cc1	-1.9%	4.8	-2.7%&-5.4%	-13.1%	11.5%	18.6	-14.3%
CCCNS(=O)(=O)c1ccc(NC(=O)Cc2cccs2)cc1	43.7%[activator]	18.5*	27.4%	28.1%	-2.4%	20.6	-0.5%
CNC(=O)Nc1ccc2nc(C)sc2c1	-3.1%	16.5*	23.4%	50.3%[activator]	0.9%	17.8	2.4%
COc1ccc(OC)c(NC(=O)C(=O)NNC(=O)c2cccs2)c1	14.7%	-6.9	-6.2%	18.0%	-4.6%	-6.2	1.0%
O=C(Nc1ccccc1)C1=C[C@H](c2ccc(C(F)(F)F)cc2)C[C@H](OCc2ccc(CO)cc2)O1	?	2.1	?	?	3.6%	7.5	-2.3%
Cc1nn(-c2ccccc2)c(Cl)c1C(=O)Nc1nnc(C2CCCCC2)s1	-8.7%	-2.0	-7.5%	61.2%[activator]	-0.9%	3.2	-7.2%
Cc1onc(-c2c(Cl)cccc2Cl)c1C(=O)N1CCOCC1	19.3%	-8.7	-3.0%	-3.9%	0.6%	-4.6	6.4%
COc1ccc(C(=O)NC(=S)Nc2ccc([N+](=O)[O-])cc2C)cc1OC	31.4%[activator]	-2.3	-2.5%	18.7%	1.4%	-4.3	-3.4%
COc1ccc(C(=O)CC2(CC(=O)c3ccc(OC)cc3)C(=O)N(C)C(=O)N(C)C2=O)cc1	-9.6%	0.3	23.9%	nt	-4.6%	-7.1	1.9%
O=C(CCC(=O)c1ccc(F)cc1)Nc1ccccc1Cl	?	16.6	-4.2%	47.4%[activator]	1.8%	35.9*	1.8%
COc1cccc(C(=O)OCn2nnc3ccccc3c2=O)c1	?	-2.3	17.8%	11.0%	0.3%	20.2	5.2%
CC(N=C1NS(=O)(=O)c2ccccc21)C(=O)N1CCc2ccccc2C1 (stereo unspecified)	50.6%[activator]	19.2*	-1.3%	233.5%	-8.3%	45.7*	-1.8%
COc1cccc(NC(=O)COC(=O)CCn2c(C)csc2=O)c1	11.3%	nt	7.4%	0.7%	nt	nt	1.3%
COC(=O)CCSCC(=O)N1N=C(c2ccc(Br)cc2)CC1c1cccc(OC)c1OC (stereo unspecified)	?	9.1	10.6%	?	1.1%	-13.4	-0.9%
Cc1cc(Br)ccc1OCC(=O)NC1CCCC1	-26.7%	35.2*	?	10.0%	0.9%	51.6*	2.6%
O=C(CSc1ncccn1)NCc1ccccc1Cl	-0.2%	49.5*	1.1%	106.7%[activator]	-6.1%	68.1*	-1.4%
CC(=O)C12CCCCC1CC1C3CC(C)C4(O)CC(=O)CCC4(C)C3CCC12C (stereo unspecified)	9.28µM*	-3.0	-12.8%	0.0%	1.7%	-17.5	-2.8%
COc1ccc(S(=O)(=O)c2c(O)c3ccc(C(=O)Nc4ccccc4)cc3[nH]c2=O)cc1	?	-3.7	5.8%	25.1%	20.5%	-3.2	-3.4%&1.3%
COC(=O)C(C)(C)ONC(=O)Nc1ccccc1Cl	-2.4%	6.6	-35.8%	12.4%	9.8%	12.0	-6.8%

One compound at a time, from the list above. Order of values: Pf growth 96h, CHX counter, HCV inh, Pf growth 48h, LmPK inhibitor, Shiga toxin inh, Tb PYK inh
Listed for `COC(=O)C(C)(C)ONC(=O)Nc1ccccc1Cl` : -2.4%, 6.6, -35.8%, 12.4%, 9.8%, 12.0, -6.8%
Listed for `COC(=O)CCSCC(=O)N1N=C(c2ccc(Br)cc2)CC1c1cccc(OC)c1OC` (stereo unspecified) : ?, 9.1, 10.6%, ?, 1.1%, -13.4, -0.9%

Next part
SMILES	Pf growth 96h	CHX counter	HCV inh	Pf growth 48h	LmPK inhibitor	Shiga toxin inh	Tb PYK inh
C=CCN(CC=C)C(=O)Cc1ccc(F)cc1	?	-3.7	1.1%	-0.4%	6.2%	-4.8	-1.5%
Oc1ccc2ccccc2c1CN1CCN(c2ccccc2)CC1	?	-5.5	9.9%	8.28µM*	0.2%	10.8	2.3%
CS(=O)(=O)N1CCN(c2ccccc2NC(=O)c2ccc(Br)o2)CC1	37.2%[activator]	-4.6	?	12.1%	4.3%	7.0	2.5%
CCOC(=O)[C@@H]1[C@H]2COc3cc(OC)ccc3[C@@H]2N2C(=O)N(c3ccc(Br)cc3)C(=O)[C@@]12C	35.3%[activator]	-0.6	-29.0%	?	-5.1%	8.9	133.8%[activator]
Cc1ccc(CCNC(=O)C2CCCN(C(=O)N(C)C)C2)cc1 (stereo unspecified)	-6.4%	-2.4	21.2%	nt	-1.6%	-3.7	-8.9%
COc1ccccc1C1CC(=O)n2c(nc(-c3ccccc3)c2-c2ccccc2)S1 (stereo unspecified)	4.0%	-2.1	6.6%	10.3%	2.4%	17.1	-20.6%
Cc1nc(-c2cccc(S(=O)(=O)N3CCC(C)CC3)c2)cs1	7.3%	-0.9	-10.6%	3.9%	-2.1%	-4.7	-13.8%
O=C1c2ccccc2-c2onc3c(Oc4ccccc4)cc(O)c1c23	nt	22.2*	5.9%	95.7%[activator]	-1.3%	26.7	nt
CC(C)(C)C(=O)Nc1ccc2c(c1)-c1cc(NC(=O)C(C)(C)C)ccc1C2	?	0.8	?	-6.7%	6.9%	-12.1	-9.0%
CC(=O)n1nc(-c2ccccc2)nc1NCc1ccc(N(C)C)cc1	?	44.8*	19.0%	37.1%[activator]	-0.2%	67.6*	-2.7%

Two entries from above, field by field:
> CS(=O)(=O)N1CCN(c2ccccc2NC(=O)c2ccc(Br)o2)CC1
  Pf growth 96h: 37.2%[activator]	CHX counter: -4.6	HCV inh: ?	Pf growth 48h: 12.1%	LmPK inhibitor: 4.3%	Shiga toxin inh: 7.0	Tb PYK inh: 2.5%

> CCOC(=O)[C@@H]1[C@H]2COc3cc(OC)ccc3[C@@H]2N2C(=O)N(c3ccc(Br)cc3)C(=O)[C@@]12C
  Pf growth 96h: 35.3%[activator]	CHX counter: -0.6	HCV inh: -29.0%	Pf growth 48h: ?	LmPK inhibitor: -5.1%	Shiga toxin inh: 8.9	Tb PYK inh: 133.8%[activator]

The listing continues.
SMILES	Pf growth 96h	CHX counter	HCV inh	Pf growth 48h	LmPK inhibitor	Shiga toxin inh	Tb PYK inh
Cn1c(CCc2ccccc2)n[nH]c1=S	21.4%	-3.5	6.6%	10.3%	3.6%	32.0	?
CC1c2nc3ccccc3n2C(CC(=O)NCCCN2CCOCC2)C(=O)N1Cc1ccccc1 (stereo unspecified)	?	0.8	9.9%	20.1%	3.0%[11.5 µM]	12.6	-1.0%
COc1cccc(C(=O)NOCc2ccccc2)c1OC	334.6%[activator]	nt	11.1%	290.3%[activator]	nt	nt	-3.8%
CC1(c2nnc(-c3ccc(F)cc3)o2)CC(c2ccc(Cl)cc2)=NO1 (stereo unspecified)	75.8%[activator]	-5.2	11.1%	58.5%[activator]	9.8%	-3.3	-6.9%
CCC(C)C(=O)OCC1(c2ccc(C)cc2OC(=O)C(C)C)CO1 (stereo unspecified)	21.9%	-5.1	?	27.6%	3.2%	-3.2	-7.7%
CC1CCN(C(=S)NC(=O)C2CCCCC2)CC1	2.3%	5.8	6.5%	28.7%	-2.7%	19.1	-4.5%
N#CC(C#N)=Cc1ccc(-c2ccc(S(=O)(=O)N=C(N)N)cc2)o1	?	-0.6	?	?	-0.6%	-10.7	-15.5%
CCN1C(=O)C(O)(CC(=O)c2ccc(-n3cccc3)cc2)c2ccccc21 (stereo unspecified)	?	-2.6	-6.7%	?	6.6%	-1.7	-4.7%
CCOc1cc(NC(=S)NCC2CCCO2)c(OCC)cc1NC(=O)c1ccc(C)cc1 (stereo unspecified)	?	3.3	?	-1.8%	2.2%	-10.1	-1.6%
COC(=O)/C(=C\c1ccc2c(c1)c1ccccc1n2C)NC(=O)c1ccccc1	1.17µM*	5.8	-29.2%	?	0.6%	2.4	14.8%
COc1ccc(CCNC(=O)C(=O)NCC2OCCN2S(=O)(=O)c2ccccc2)cc1 (stereo unspecified)	29.7%	-1.1	-3.4%	11.9%	-5.4%	-2.3	5.0%
FC(F)(F)Oc1ccc(Nc2nc3ccccc3o2)cc1	?	33.1*	-12.0%	123.7%[activator]	0.6%	76.8*	-8.7%
CCOC(=O)/C(=N/Nc1ccc(Cl)cc1)Sc1nnnn1-c1ccc(C)cc1	?	-3.3	-7.7%	1.0%	0.1%	-4.0	-14.8%
